# HIF activator: HIF pathway transcriptional activation | U2OS HRE-luciferase reporter, luminescence; normalized: DMSO 0%, desferrioxamine 100% | activation, % at 7.5 µM (by protocol) | 300,000 tested, 0.32% active | AID 1910;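 active = mean activation of at least 10% of the iron chelator positive control signal, with at least half of replicates also reaching 10%; inconclusive = mean and replicate majority disagree about reaching 10%; inactive = mean and most replicates under 10%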
# HSP90 refold inh: HSP90 refolding inhibition in rabbit reticulocyte lysate; inhibition, % at 5.6 µM; luciferase refolding luminescence, 3 h; AID 1789; 290,000 tested, 0.91% active;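 active = inhibition above the screen-wide mean plus 3 SD, computed separately per campaign, cut at about 16% in these data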;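 also: 0% = DMSO wells and 100% = 60 µM geldanamycin wells; inhibitors lower the luminescence because luciferase stays unfolded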
# Platelet DG rel: modulates dense granule release in human platelets | human platelet-rich plasma, SFLLRN dense granule ATP release, luminescence | AID 1663 | inhibition, %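 (compounds screened at 7.5 µM in platelet-rich plasma)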 | 300,000 tested, 0.22% active;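 active = mean replicate score, as percent of positive control, at or above 50; inconclusive = mean below 50 but at least one replicate at or above 50; inactive = mean and every replicate below 50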
# HSF-1 act: increases HSF-1 driven luciferase reporter signal; AID 504408; activation, % at 9 µM; NIH3T3-HGL HSF-1 luciferase reporter, MG132, 8 h; 100% = twice DMSO control signal; 300,000 tested, 1.7% active;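 active = mean replicate activation of at least 50% with a set share of replicates each reaching 50%; inconclusive = only one of those two conditions met; inactive = mean below 50% and too few replicates reaching it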;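 also: 0% = median of the neutral control wells and 100% = twice that signal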
# AI-2 QS modul: modulates the Vibrio harveyi AI-2 quorum sensing system; Vibrio harveyi JMH597 AI-2 luminescence/OD600 ratio, 9 h; hits give low values; strain lacks LuxN and CqsS sensors; 0 = neutral-control median; activity change, % at 7.5 µM; 300,000 tested, 0.4% active; AID 2094; in the data active = activity change below about -75%, passing the limit was not always enough; inconclusive = no clear call, values can overlap the other calls;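 also: luminescence divided by OD600 gain over 9 h not by final OD600 alone; inactives centre near 13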
# KLF5 inhibitor: suppresses KLF5 promoter-driven expression; DLD-1 KLF5 promoter-luciferase reporter, luminescence; inhibition, % at 5 µM; 290,000 tested, 0.23% active;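 active = inhibition above a per-plate limit of that plate's mean compound inhibition plus 3 SD, cut at about 60% in these data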;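 also: 0% = DMSO wells and 100% = LY294002 at 200 µM; higher means less KLF5 promoter-driven luciferase light; inactives centre near -14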
# aSyn 5UTR inh: 5' untranslated region of α-synuclein, MLPCN primary screen | alpha-synuclein 5'UTR reporter, inhibitor activity | inhibition, % (tested at 7.5 µM) | 300,000 tested, 0.82% active; in the data active = inhibition above about 60%; inconclusive = no clear call, values can overlap the other calls;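 also: H4 neuroglioblastoma cells stably carrying SNCA 5'UTR luciferase fusion; 0% = DMSO wells and 100% = positive control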
# HSF1 inh: HSF1 inhibition; NIH3T3-HGL HSE-luciferase, MG132-induced, luminescence 8 h; hits give low values; activity change, negative = inhibition, % at 7.5 µM (by protocol); 300,000 tested, 0.77% active;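 active = more than half of replicate wells show activity change below -50%, luminescence cut by over half; inconclusive = some wells, but at most half, below -50%; inactive = no replicate well below -50%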;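 also: luciferase reports HSF-1 transcriptional activity via heat shock element; 0% = median of DMSO wells and -100% = zero luminescence signal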
# SKKanGAS inh: SKKanGAS growth inhibition; 300,000 tested, 1.3% active; S. pyogenes SKKanGAS, kanamycin growth, BacTiter-Glo, 6 h; inhibition, % at 7.5 µM;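 active = mean replicate score, as percent of positive control median, at least 50; inconclusive = mean below 50 but one replicate at or above 50; inactive = mean and every replicate below 50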;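 also: strain carries kanamycin resistance gene driven by streptokinase promoter and grows in 40 µg/ml kanamycin; loss of luminescence reflects streptokinase promoter inhibition or plain growth inhibition; 0% = median of DMSO wells and 100% = positive control at its reference dose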
# IEC-6 tox: kills IEC-6 intestinal cells in KLF5 counter-screen | IEC-6 cytotoxicity, luminescence viability | inhibition, % at 5 µM | 290,000 tested, 0.78% active | AID 1825; in the data active = inhibition above about 22%;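 also: 0% = plate median of test compound wells and 100% = cytotoxic reference compound wells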
# Active calls of the source: *; ? = inconclusive; / = no result given.
# Each structure is followed by: HIF activator	HSP90 refold inh	Platelet DG rel	HSF-1 act	AI-2 QS modul	KLF5 inhibitor	aSyn 5UTR inh	HSF1 inh	SKKanGAS inh	IEC-6 tox
> COC(=O)C1CN(C(=O)C(C)Oc2ccccc2F)c2ccccc2O1 (stereo not given)
 : 0.8	0	/	5	-4	-28	-4	-3	4	3
> COc1ccccc1-c1nc(SCc2ccccn2)n[nH]1
 : 1.7	/	14	25	18	/	-30	16	1	/
> C=C(C)CNC(=S)N/N=C/c1c(F)cccc1F
 : 0.9	0	3	1	6	-32	-34	7	-14	6
> COc1ccc(N2CCN(c3nc(NC(C)(C)C)nc(N4CCCCC4)n3)CC2)cc1
 : -0.1	-2	4	-3	27	-7	13	-2	45	1
> COc1ccc(CNC(=O)CN2C(=O)C(c3ccccc3)Oc3cccnc32)cc1 (stereo not given)
 : 0.0	1	1	-5	8	-9	-5	-2	-2	-5
> C/C(CC(=O)Nc1ccc2c(c1)OCCO2)=N\NC(=O)COc1ccc(C)cc1Br
 : 0.1	-6	11	2	7	-4	-20	5	-8	0
> COc1ccc(C(=O)NCCCN2CCOCC2)cc1OC
 : -0.2	0	19	48	-3	-35	0	11	-5	2
> CCCN1CCN(CCCNC(=O)c2ccc(CS(=O)c3ccccc3C)o2)CC1 (stereo not given)
 : 0.0	0	0	-17	7	-12	-3	-4	11	6
> O=C(CCl)N(Cc1cc(=O)[nH]c2ccccc12)c1ccccc1
 : -0.2	2	-3	11	5	-11	24	11	0	2
> Cc1[nH]c2ccccc2c1SCc1ccccc1
 : 0.0	2	0	-14	3	-27	-17	-3	10	3
> CC1(C)CC(=O)c2c(nn(-c3ccccc3)c2-c2ccncc2)C1
 : 0.2	-1	6	-10	7	-7	21	-10	2	-1
> CCOC(=O)NN1C(=O)c2ccccc2NC1C (stereo not given)
 : -0.2	1	14	9	-12	-23	-10	-2	0	-2
> CCOC(=O)C(=O)c1c(-c2ccccc2)nc2ccccn12
 : -1.3	1	-8	-4	-5	-1	1	-2	3	-7
> O=C(NCCC1=CCCCC1)c1cnsn1
 : 1.1	-2	0	-13	3	-26	-65	6	-1	-6
> CN(C)NC(=S)Nc1ccc(S(=O)(=O)N2CCCCC2)cc1
 : -1.3	0	15	12	17	-10	-9	-3	-7	-4
> COc1ccc(C(=O)NCc2ccon2)cc1OC1CCN(C(C)C)CC1
 : -0.3	-5	-4	-7	-1	-25	3	-3	-1	-2
> Cc1ccc(CN2CCN(Cc3cn[nH]c3-c3cccc(F)c3)CC2CCO)o1 (stereo not given)
 : -0.4	-3	1	28	12	-27	19	1	-3	1
> COc1cccc(CNC(=O)c2cc3ccccn3n2)c1
 : 0.5	1	14	-20	-16	-17	-45	0	-4	-1
> O=C(O)c1ccccc1-c1ccccc1C(=O)NCc1ccccc1Cl
 : -0.2	-3	0	-3	-4	-23	2	-8	9	-4
> O=C(Nc1ccccc1)N1CCCN(c2ccc(C(F)(F)F)cn2)CC1
 : -0.1	3	0	42	22	-20	-7	15	2	2
> CCOc1cc(CN2CCN(c3ccc(C(C)=O)cc3)CC2)ccc1OC
 : -0.4	-4	-1	2	-25	-46	9	4	12	-4
> O=C(Cn1c(=O)[nH]c2ccsc2c1=O)N1CCN(c2ccc(F)cc2)CC1
 : -0.7	0	-1	-3	4	-22	22	-4	-3	1
> CC(=O)OC(/C(O)=C(\C#N)c1nc2ccccc2[nH]1)c1ccccc1 (stereo not given)
 : 0.0	2	1	6	5	-12	-15	-6	5	-2
> Cc1ccc(F)c(NC(=O)c2ccc(Cn3cc(Cl)cn3)cc2)c1
 : 0.7	1	2	-62	10	-9	-36	?	10	9
> N#CCc1ccc(NS(=O)(=O)c2ccc(N3CCCC3=O)cc2)cc1
 : 0.5	-4	6	4	14	4	-20	-4	-2	2
> Cc1nc(SCc2ccc(O)c([N+](=O)[O-])c2)c([N+](=O)[O-])[nH]1
 : -0.6	1	0	-5	43	-10	4	-1	-10	-4
> COC(=O)c1ccccc1OCC(=O)N1CCN(c2ccc(OC)cc2)CC1
 : -0.8	3	2	10	8	6	20	4	-19	0
> C/C(=N\NC(=O)Cn1cc([N+](=O)[O-])cn1)c1ccco1
 : -0.5	2	-3	3	-4	-19	10	-5	-1	2
> O=C(Cn1cnc2ccc(Br)cc2c1=O)c1cccs1
 : 0.2	-1	-5	/	6	-60	-11	/	12	1
> COCCCNC(=O)C1=CCN(S(=O)(=O)c2ccc(OC)cc2)CC1
 : -0.1	-6	-2	0	22	0	8	1	2	-8
> CCCCCCCNC(=O)C1(CC2CC(c3ccc(Cl)cc3)=NO2)CCNCC1 (stereo not given)
 : -1.6	-2	2	-7	-13	0	7	-1	12	0
> CNC(=O)c1c(NC(=O)C2=COCCO2)sc(C)c1C
 : 0.1	/	-15	1	24	/	-2	2	7	/
> CCOC(=O)/C(N=Nc1sc(C(=O)OC)c(C)c1C(=O)OCC)=C(\O)CCl
 : -0.2	-1	15	-8	25	-40	-19	2	1	4
> COC(=O)c1ccc(C(=O)OC)c(NC(=O)CSc2ccccn2)c1
 : 0.3	0	0	40	38	-17	5	30	-16	-3
> COc1ccc(C(C(=O)Nc2ccc(C(C)C)cc2)N(Cc2ccco2)C(=O)CC2NC(=O)NC2=O)cc1 (stereo not given)
 : -0.5	-4	14	9	16	2	21	-6	3	2
> CCS(=O)CCSc1nc2ccccc2s1 (stereo not given)
 : -0.7	4	-1	-49	7	-63	-9	-40	-1	-6
> COc1ccccc1N1CCN(C(=O)c2cc3c(s2)-c2ccccc2OC3)CC1
 : -0.4	2	0	43	40	6	-6	10	8	5
> CCC(Cc1ccccc1)n1c(=S)[nH]c2ccccc2c1=O (stereo not given)
 : ?	-2	-3	10	-2	-20	26	-9	-10	1
> COc1cc(OC)c(NC2=NCCCCC2)cc1Cl
 : -1.4	2	4	-5	1	-11	1	7	2	6
> O=C(CSc1nnc2ccccn12)NCc1ccco1
 : 1.6	0	-4	7	0	-8	-5	-6	-3	4
> COCCNC(=O)c1ccc(C)c(S(=O)(=O)Nc2ccc(C)cc2)c1
 : -0.5	6	-3	5	16	-18	13	-5	-1	10
> CC(=O)Nc1ccc2c(c1)OCO2
 : -0.2	-3	-9	-3	11	2	20	1	-12	0
> COc1ccc(CNCC(O)(c2ccc(F)cc2)c2ccc(F)cc2)cc1
 : -0.2	0	2	30	15	10	3	2	3	-2
> Cc1ccc2c(c1)CCCN2S(=O)(=O)c1cccc(C(=O)Nc2ccccc2C(=O)O)c1
 : 0.4	-4	-16	-18	28	-19	2	-9	41	3
> CC(C)c1nc(N2CCN(C(=O)c3ccco3)CC2)c(C#N)c2c1COC(C)(C)C2
 : 0.0	1	20	1	15	-1	24	-10	6	-2
> O=C(N/N=C/c1ccccc1)NC1CCCCC1
 : 1.0	2	-4	34	8	-27	-48	10	-5	-5
> COc1ccc(NS(=O)(=O)c2cccc(C(=O)N/N=C/c3cn(-c4ccccc4)nc3-c3ccc(OC)cc3)c2)cc1
 : 0.6	1	-3	6	7	-17	-85	-3	9	4
> Clc1ncn(C23CC4CC(CC(C4)C2)C3)n1
 : -0.3	0	-9	-19	23	26	-10	-5	15	-2
> O=C(CCNC(=O)c1ccccc1Cl)Nc1cc(S(=O)(=O)N2CCOCC2)ccc1N1CCOCC1
 : -0.6	0	10	-5	1	-8	0	-3	-6	-6
> C[N+]1(CC2COC3(CCCCC3)O2)CCCCC1 (stereo not given)
 : -0.4	-2	6	-8	10	-15	-9	-4	-5	-2
> C=C(C)CSCc1nc2ccccc2[nH]1
 : 1.8	-3	2	1	32	-48	-10	-5	-1	-4
> CN(/N=C/c1ccncc1)C1=NCCN1
 : 0.5	5	-6	33	6	12	14	-5	5	2
> COc1ccc(C)cc1N(CC(N)=O)S(=O)(=O)c1ccc(C)cc1
 : -0.5	6	4	7	7	12	-8	1	7	-5
> CS(=O)(=O)N(CC(=O)NCc1ccncc1)c1ccc(Cl)c(Cl)c1
 : 0.0	0	12	9	9	-4	-89	-5	4	1
> CCOC(=O)C(CCOc1cccc(CC)c1)C(=O)OCC
 : -0.1	1	-29	109*	15	8	0	84	12	0
> O=C(OCn1ncc(Cl)c(Cl)c1=O)c1ccc(C(F)(F)F)cc1
 : 0.1	-1	1	27	14	-9	-117	9	5	1
> COc1ccc(C(=O)N2CCC(C(=O)O)CC2)c2ccccc12
 : -0.4	2	-4	-13	12	-11	21	-7	-3	9
> COC(=O)CSc1ccc(S(=O)(=O)N2CCC(C)CC2)cc1[N+](=O)[O-]
 : 0.2	4	0	1	11	-3	-15	6	3	-1
> Cc1ccc(C2(CC(=O)O)CCOC(C)(C)C2)cc1 (stereo not given)
 : 0.0	4	1	-14	24	-47	13	0	8	2
> O=C1CN(c2cc(Cl)cc(Cl)c2)C(=O)CN1/N=C/c1cccnc1
 : 0.0	4	-1	1	14	-9	28	15	2	-2

# Next records follow:
# Each structure is followed by: HIF activator	HSP90 refold inh	Platelet DG rel	HSF-1 act	AI-2 QS modul	KLF5 inhibitor	aSyn 5UTR inh	HSF1 inh	SKKanGAS inh	IEC-6 tox
> O=C(c1ccco1)N1CCC(c2nc3c(nnn3Cc3c(Cl)cccc3Cl)c(=O)[nH]2)CC1
 : -0.3	-2	-8	13	6	-6	16	-13	-10	-4
> COC(=O)Cn1c(SCc2ccccc2)nc2ccccc21
 : 1.8	0	13	29	5	-70	-166	22	5	-6
> Cc1ccc(S(=O)(=O)NCc2ccccc2)cc1C(=O)NC1CCCCC1
 : -0.2	1	7	0	15	-5	-4	-4	-5	1
> COc1ccc(C2c3ccc4ccccc4c3Oc3ncn(CCCO)c(=N)c32)cc1 (stereo not given)
 : 0.2	1	-3	26	1	6	-33	4	2	2
> CCc1cc2c(SCC(=O)N3CC(=O)Nc4ccccc43)ncnc2s1
 : -0.2	0	13	8	5	-10	-15	10	3	8
> CC(C)C(C)NC(=O)COc1nc2ccccc2nc1N(C)C1CCCCC1 (stereo not given)
 : -1.4	1	-2	-1	14	-6	3	-9	8	-2
> Cc1cc(C)c(S(=O)(=O)c2ccc(Cl)cc2)c(Cl)n1
 : 0.4	4	10	3	20	6	20	-5	2	-9
> c1cn(C23CC4CC(CC(C4)C2)C3)cn1
 : 0.1	3	-2	15	16	-16	-2	-5	0	-1
> COCCCn1c(SCC(=O)c2ccccc2)nc2ccccc2c1=O
 : 1.7	2	-1	-10	2	-18	-8	-4	-1	2
> CCCc1ccc2oc(C(=O)NCCN3CCCC(O)C3)c(C)c2c1 (stereo not given)
 : -5.5	2	1	62*	1	-2	-50	33	0	18
> Cc1csc(NC(=O)Cc2ccccc2Cl)n1
 : 0.5	1	-3	-8	12	-115	-99	-4	2	1
> Cc1c(C2(c3c(C)n(C)n(-c4ccccc4)c3=O)C(=O)Nc3ccc(F)cc32)c(=O)n(-c2ccccc2)n1C
 : 0.1	-4	-5	-17	27	-11	-16	4	4	6
> CCCn1nnc(NCc2ccc(OCc3cccs3)c(OC)c2)n1
 : -0.3	-2	4	9	24	-18	10	-5	-2	-4
> COC(=O)[C@@H](N)CS
 : 0.1	-3	6	16	-1	-10	4	3	-4	-6

# Assay outcomes from PubChem.
